# Screening data (PubChem)
# CHO-K1 Ca ag: counter-screen for M1 agonists: effect in parental CHO-K1 cells | Fluo-8 calcium fluorescence; scaled to maximal ATP response, vehicle zero | activation, % at 3 µM | actives 0.48% (n = 360,000) | AID 602248, 2012; in the data active = activation above about 15%;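 note: untransfected CHO-K1 host cells lacking M1 receptor as counterscreen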
# TAAR1 antag: human TAAR1 antagonists, primary screen, Fluo-8 calcium fluorescence, CHO RD-HGA16 cells; antagonist; inhibition, % at 3 µM; actives 1.5% (n = 360,000); AID 624466, 2012;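 active = inhibition above a per-plate cutoff, the mean inhibition of test compounds on that plate plus 3 SD, cut at about 49% in these data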;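 note: 0% = DMSO plus EC80 beta-PEA response and 100% = DMSO alone without agonist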
# Target sequence (Q96RJ0 whole entry, looked up): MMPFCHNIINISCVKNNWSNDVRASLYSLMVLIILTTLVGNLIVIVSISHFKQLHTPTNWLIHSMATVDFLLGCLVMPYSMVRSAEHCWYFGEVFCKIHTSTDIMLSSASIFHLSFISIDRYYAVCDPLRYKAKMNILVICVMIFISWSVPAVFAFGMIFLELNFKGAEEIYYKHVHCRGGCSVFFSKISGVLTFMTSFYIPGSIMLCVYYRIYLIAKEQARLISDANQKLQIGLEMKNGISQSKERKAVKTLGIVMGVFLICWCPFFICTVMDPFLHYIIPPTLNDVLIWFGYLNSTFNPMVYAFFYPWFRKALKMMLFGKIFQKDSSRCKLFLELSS
#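 Material: RD-HGA16 CHO cells with stable hTAAR1 and Gα16; Dosing: single nominal final test compound concentration of 3 µM; Schedule: seeding 17-24 h prior, 75-min 37 °C, 30-min RT dye loading; Detection: kinetic Fluo-8 calcium fluorescence measurement; Measure: % inhibition from peak post-agonist over basal fluorescence ratio; Benchmarks: vehicle and agonist controls.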
# CHO-K1 Ca antag: nonselective inhibitor or artifact in parental CHO-K1 cells; actives 0.6% (n = 360,000); inhibition, % at 3 µM; ATP-induced calcium, Fluo-8 fluorescence;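 active = inhibition above a per-plate cutoff, the plate's mean sample inhibition plus 3 SD, cut at about 24% in these data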;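 note: 0% = DMSO plus EC80 ATP and 100% = DMSO alone without ATP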
# TAAR1 ag: human TAAR1 agonists, primary screen, Fluo-8 calcium fluorescence, CHO RD-HGA16 cells. Trace amine-associated receptor 1 (Homo sapiens), Q96RJ0. vehicle wells 0%, saturating PEA agonist 100%. activation, % at 3 µM. actives 0.99% (n = 360,000);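 active = activation above the mean activation of all test compounds in the run plus 3 SD, cut at about 38% in these data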
#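 System: CHO-derived RD-HGA16 cells with stable Gα16 and human TAAR1 / Times: 17-24 h plating, Fluo-8 75 min 37 °C, 30 min RT / Technique: calcium-sensitive Fluo-8 signal, excitation 470-495, emission 515-575 nm / Measure: % activation relative to PEA EC100 response / Benchmarks: DMSO and PEA EC100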
# CHO parental Ca: ATP-evoked calcium signal inhibitors, parental CHO, primary screen, counter-screen for OX1R antagonist project, cell-based, fluorescence, Fluo-8 calcium dye | AID 463079, 2010 | inhibition, % at 5.6 µM | parental CHO-K1, ATP-induced calcium, Fluo-8 fluorescence | actives 0.63% (n = 330,000);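 active = inhibition above that plate's mean sample inhibition plus 3 SD, cut at about 26% in these data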;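 note: 0% = ATP-challenged DMSO wells and 100% = DMSO wells without ATP; some compounds past the cut are filed as inactive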
#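 Assay system: parental CHO cells; Read-out basis: percent inhibition of ATP-evoked calcium rise, normalized to controls; Benchmarks: ATP and no-ATP DMSO wells; Compound dosing: single nominal dose of 5.6 µM per compound; Signal: Fluo-8 calcium dye fluorescence; Also added: ATP as calcium-mobilizing challenge; Repeats: singlicate.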
# M1 PAM: human M1 muscarinic receptor positive allosteric modulators, primary screen, CHO-K1 cells, Fluo-8 calcium fluorescence, 1536-well; CHO-K1 hM1, ACh EC20; 0% = ACh EC20, 100% = maximal ACh; activation, % at 3 µM; actives 0.088% (n = 360,000); AID 588819, 2011; in the data active = activation above about 19%, passing the limit was not always enough
# Target sequence (P11229 whole entry, looked up): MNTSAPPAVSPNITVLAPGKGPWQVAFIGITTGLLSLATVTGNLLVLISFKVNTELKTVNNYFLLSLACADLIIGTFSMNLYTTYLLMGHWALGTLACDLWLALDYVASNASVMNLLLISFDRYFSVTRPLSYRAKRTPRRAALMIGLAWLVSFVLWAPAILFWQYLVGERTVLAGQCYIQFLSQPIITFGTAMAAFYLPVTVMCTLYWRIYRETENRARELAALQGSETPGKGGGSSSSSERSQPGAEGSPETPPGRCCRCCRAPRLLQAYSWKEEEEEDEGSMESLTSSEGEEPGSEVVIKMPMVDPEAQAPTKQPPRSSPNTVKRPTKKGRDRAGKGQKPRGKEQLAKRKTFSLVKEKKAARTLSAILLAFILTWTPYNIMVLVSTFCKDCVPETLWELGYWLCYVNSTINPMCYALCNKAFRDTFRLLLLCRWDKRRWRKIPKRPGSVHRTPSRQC
# M1 PAM parental: nonselective calcium activators in parental CHO-K1 cells, primary screen, counter-screen for M1 PAM project, cell-based, Fluo-8 calcium fluorescence, full deck, 1536-well. activation, % at 3 µM. ATP EC20; 0% at ATP EC20, 100% at ATP max. actives 0.02% (n = 360,000). AID 602247, 2012;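 active = activation above the run cutoff, the mean activation of all test compounds plus 3 SD, cut at about 40% in these data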;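 note: peak over basal fluorescence ratio in a 140 s read after ATP addition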
# CHRM1 agonist: human M1 muscarinic receptor agonists, primary screen, Fluo-8 calcium fluorescence, CHO-K1 cells, HTS. CHO-K1 hM1, agonist mode; 0% DMSO, 100% acetylcholine EC100. activation, % at 3 µM. actives 0.33% (n = 360,000);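 active = activation above the run's mean compound activation plus 3 SD, cut at about 16% in these data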;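 note: peak over basal fluorescence ratio within a 140 s kinetic read after compound addition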
# M1 antag: human M1 muscarinic receptor antagonists, primary screen, CHO-K1 cells, Fluo-8 calcium fluorescence, 1536-well; CHO-K1 hM1, ACh EC80 antagonist; inhibition, % at 3 µM; actives 1.3% (n = 360,000); AID 588852, 2011;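 active = percent inhibition above its own plate's cutoff, namely the mean of that plate's compound wells plus 3 SD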;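 note: peak over basal fluorescence ratio during 140 s after agonist addition; 0% = ACh EC80 plus DMSO and 100% = DMSO alone without agonist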
# Starred values were filed as active, the others as inactive; x = not tested or not shown.
SMILES,CHO-K1 Ca ag,TAAR1 antag,CHO-K1 Ca antag,TAAR1 ag,CHO parental Ca,M1 PAM,M1 PAM parental,CHRM1 agonist,M1 antag
CCCN(CC(=O)Nc1ccccc1C)C(=O)c1ccc(C(=O)c2ccccc2)cc1,1.2,2.9,4.2,2.3,-23.9,-6.1,-13.1,-3.1,7.3
Cc1ccc(C)c(N(C)S(=O)(=O)c2ccc3[nH]cc(C(=O)NCCN4CCOCC4)c(=O)c3c2)c1,-0.1,-9.1,17.9,1.3,-13.1,6.5,-13.6,-4.1,-0.4
COc1ccc(CNS(=O)(=O)c2cc(-c3cc(C)no3)ccc2C(C)C)cc1,0.1,1.2,-16.3,1.7,-15.2,2.7,5.8,-4.1,-1.8
CN(C)S(=O)(=O)c1ccc(S(=O)(=O)NC2CCOC(C)(C)C2)cc1 (stereo unspecified),0.8,4.2,-10.9,-0.1,-17.4,13.2,28.0,-6.3,-5.8
Cc1nc(N)nc(COc2ccccc2)n1,3.7,-2.2,5.8,-0.5,-4.0,-9.7,-3.7,-3.8,17.3
Cc1ccc(S(=O)(=O)n2nc(C)cc2N)cc1,0.5,12.1,-9.3,4.8,-4.2,0.6,14.1,-12.3,-5.2
CCCc1nnc(NC(=O)CCC(=O)N2CCN(c3ccccn3)CC2)s1,0.1,3.0,-6.6,1.0,2.1,7.4,-1.6,-3.3,-13.5
CCOc1ccc(C(=O)C(C)OC(=O)C2CCN(c3ccc(C(F)(F)F)cn3)CC2)cc1 (stereo unspecified),0.4,-15.0,-2.9,1.1,-22.1,-5.4,-9.5,-1.3,0.4
O=C(O)c1cccc(S(=O)(=O)NCCc2ccccc2)c1,-0.2,-12.6,-14.4,36.4,-11.9,12.3,28.1,1.8,-0.4
CCOc1ccc(N2Cc3ncccc3C2=O)cc1,0.1,9.3,-18.1,6.3,-4.2,7.4,10.5,-4.4,-7.9
O=C(CNC(=O)c1ccc(Cl)cc1Cl)OCC(=O)c1ccc2c(c1)OCCO2,0.5,-5.5,1.8,-1.8,-5.1,3.0,-2.5,-3.3,1.3
N#CC(=Nc1ccccc1)c1ccccc1,0.5,-9.4,-8.1,3.5,x,10.0,10.6,-2.2,-10.3
COC(=O)c1ccc(Oc2c(C)oc3c(CN4CCN(C)CC4)c(O)ccc3c2=O)cc1,0.2,8.2,-38.5,12.9,-0.3,10.3,10.4,-14.1,-14.7
CCCOc1ccc(C(=O)CCC(=O)OCC(=O)Nc2cccc(S(N)(=O)=O)c2)cc1,1.5,42.3,7.5,1.1,x,-7.9,-3.9,0.3,11.9
COc1cccc(-c2csc3ncnc(Sc4nnnn4C)c23)c1,0.8,7.2,-18.7,2.1,-27.1,7.5,6.4,-7.8,-5.1
O=C(N/N=C/C(Cl)=C/c1ccccc1)c1ccccc1F,0.9,17.1,-7.5,-3.1,-3.5,-9.1,-23.3,-3.1,15.2
CCOC(=O)c1sc(-c2ccc(Br)cc2)cc1N,0.2,10.8,-24.7,-1.2,-38.5,-0.3,21.6,-8.0,-6.1
CC(C)(C)c1ccc(NC(=O)c2ccccc2)c([N+](=O)[O-])c1,1.4,-15.8,-11.9,8.2,-24.7,9.8,26.7,-7.9,-2.9
CCOc1cc([N+](=O)[O-])cc2c1C(=O)Nc1ccccc1O2,2.3,9.1,10.8,9.0,-22.8,6.4,8.1,-4.0,-2.2
COc1cccc(CNC(=O)Cn2c(=O)oc3cc(S(=O)(=O)N4CCCCC4)ccc32)c1,3.0,3.2,-8.1,2.0,18.7,0.4,3.6,1.4,1.6
COc1cc(/C=C2/SC(=S)N(CCC(=O)Nc3cccnc3)C2=O)cc(OC)c1OC,2.2,59.5*,-8.3,11.3,x,-6.2,1.4,-0.5,-3.9
C/C(N)=C(/C#N)C(=O)CSc1nc2ccccc2c(=O)n1Cc1ccc(C)cc1,0.8,8.6,-0.2,1.6,-4.0,3.3,12.9,-6.1,-4.2
Nc1nc2c3ccccc3nc(Cc3ccccc3)n2n1,1.2,11.0,-27.8,1.8,-8.4,2.6,5.5,-1.8,-2.9
COCCN1C(=O)COc2ccccc2C1C(=O)Nc1c(C)cccc1C (stereo unspecified),0.0,3.6,-7.6,0.2,x,x,-2.6,x,x
O=S(=O)(Nc1ccc2cn[nH]c2c1)c1cc(Br)ccc1Br,0.0,-18.4,-2.1,6.6,-23.9,4.9,9.0,2.2,-12.0
# Further compounds follow:
SMILES,CHO-K1 Ca ag,TAAR1 antag,CHO-K1 Ca antag,TAAR1 ag,CHO parental Ca,M1 PAM,M1 PAM parental,CHRM1 agonist,M1 antag
Cn1c(=O)c2c(SCc3ccccc3)nc(C3CC3)nc2n(C)c1=O,0.4,-2.0,-5.2,-1.7,-15.1,5.3,-2.1,-1.4,-4.7
COc1ccc(NC(=O)C2=C(C)C(=O)OC23CCC(C)CC3)c(OC)c1 (stereo unspecified),0.2,1.4,-5.8,-0.3,-9.0,8.6,-1.6,-1.1,-4.1
CC1CCCC(NC(=O)CSc2ccc(F)cc2)C1C (stereo unspecified),-0.3,4.6,-2.8,0.8,0.9,5.6,5.1,-4.8,-5.5
COc1cc(CN(C)CCc2ccccc2)ccc1OCc1ccccc1,3.5,-6.6,-26.0,17.3,-12.4,-8.3,4.7,-8.6,1.4
Cc1cc(C)nc(-n2nc(C)cc2NC(=O)C(C)C)n1,0.1,-3.0,-8.9,-0.8,-5.9,2.3,10.9,-1.6,0.1
CC(C)C[C@H]1CN=C(Nc2ccccc2)N1CC(C)C,-0.2,-11.5,-1.0,16.2,-17.2,1.1,-2.7,-7.6,5.3
C=CCSc1nnc(-c2cc(Br)ccc2N)c(=O)[nH]1,-1.1,-12.4,19.5,-2.7,-3.2,14.3,-10.0,2.3,-12.3
COc1ccc(S(=O)(=O)N2CCOCC2)cc1NC(=O)COC(=O)C1CC1C (stereo unspecified),-0.4,-6.7,-1.2,2.8,-5.2,-4.3,-11.1,-2.6,12.3
O=C(NC(=S)N1CCCC1)c1ccccc1,0.8,-7.2,-3.0,0.2,0.4,8.1,11.0,0.8,-11.1
Cc1sc(N/N=C/C=C/c2ccccc2)nc1-c1ccccc1,0.2,-3.3,-20.8,0.0,-14.5,15.4,19.5,-0.9,-23.6
COc1ccc(CCNC(=O)c2noc(C)c2[N+](=O)[O-])cc1OC,0.1,-4.5,2.8,1.5,3.4,12.8,9.0,-2.2,-7.8
O=C(CCNC(=O)c1ccc(Cl)cc1)Nc1cc(C(F)(F)F)ccc1N1CCOCC1,-0.2,6.8,7.7,0.0,x,4.1,-0.8,-2.0,-0.9
CC(CCc1ccccc1)NC(=O)CCNS(=O)(=O)c1ccccc1 (stereo unspecified),0.3,-15.9,-9.3,0.6,-16.5,4.2,-5.8,-3.6,-2.0
CC(=O)Nc1ccccc1NC(=O)COc1cccc2ccccc12,2.6,-15.9,-2.8,5.1,-20.3,10.7,-5.5,-2.1,-9.7
CC(C)(C)CC(=O)Nc1cccc2c1CCCC2,0.5,1.0,-14.6,7.2,-5.7,5.2,24.0,-7.3,-4.8
CC(OC(=O)c1cccc(S(=O)(=O)N2CCCC2)c1)C(=O)c1ccccc1 (stereo unspecified),2.2,-10.4,-2.2,-0.8,-11.8,0.8,5.2,0.1,5.5
Cc1cccc(NC(=O)CC2NCCNC2=O)c1 (stereo unspecified),0.1,-12.2,-5.2,5.6,-5.8,9.4,17.7,-3.1,-9.3
O=C(CC1SC(N2CCCCC2)=NC1=O)Nc1cccc(C(=O)NCc2ccccc2)c1 (stereo unspecified),-0.6,0.6,-1.1,2.5,-11.4,-2.6,-5.3,-0.9,6.6
ONC(=Nc1ccc(Cl)cc1)c1ccc(Cl)cc1,-0.2,-8.2,-3.6,6.6,-20.9,1.6,15.8,-6.6,-3.5
O=C(CN(C(=O)Cn1nnc(-c2cccs2)n1)c1cnc2ccccc2c1)NCC1CCCO1 (stereo unspecified),1.9,-7.5,-2.7,3.3,-11.6,-1.5,8.7,-8.0,8.4
O=C(O)c1cnc(-c2ccccc2)nc1-c1ccccc1,0.2,13.2,2.1,1.0,-8.5,-0.3,14.2,-3.5,2.5
COCCOC(=O)C1=C(C)NC2=C(C(=O)CC(C)(C)C2)C1c1ccc2c(c1)OCO2 (stereo unspecified),0.8,-0.4,-25.4,7.9,-11.7,11.7,20.8,1.3,-31.7
CCn1c(SCC(=O)Nc2oc(-c3ccccc3)c(-c3ccccc3)c2C#N)nnc1-c1cc(OC)cc(OC)c1,0.5,x,-22.4,x,-31.9,-7.4,6.0,-5.5,20.5
COc1cc2c(cc1OC)CN(CC(=O)NC(=O)NC1CCCCC1)CC2,1.1,-0.6,-13.8,2.6,-15.5,4.1,10.2,-3.0,-6.1
COc1ccc(C(CNC(=O)CCNS(=O)(=O)c2ccccc2)N2CCOCC2)cc1 (stereo unspecified),0.0,1.7,9.3,0.2,x,-13.0,-14.4,-4.3,29.8*
CC(C)(C)NC(=O)c1ccc2c(c1)N(CC(=O)N1CCCCC1)C(=O)C(C)(C)O2,0.9,-10.7,-11.7,0.2,-31.1,8.2,24.2,-3.3,-4.1
O=C1NCC(O)=C1C=NCCCO,1.4,-8.6,-31.1,6.7,-5.2,13.3,19.6,-1.8,-23.6

# One compound at a time, from the list above.
# Profile of CC(C)(C)CC(=O)Nc1cccc2c1CCCC2 : CHO-K1 Ca ag = 0.5; TAAR1 antag = 1.0; CHO-K1 Ca antag = -14.6; TAAR1 ag = 7.2; CHO parental Ca = -5.7; M1 PAM = 5.2; M1 PAM parental = 24.0; CHRM1 agonist = -7.3; M1 antag = -4.8
# Profile of O=C(O)c1cnc(-c2ccccc2)nc1-c1ccccc1 : CHO-K1 Ca ag = 0.2; TAAR1 antag = 13.2; CHO-K1 Ca antag = 2.1; TAAR1 ag = 1.0; CHO parental Ca = -8.5; M1 PAM = -0.3; M1 PAM parental = 14.2; CHRM1 agonist = -3.5; M1 antag = 2.5

# Single values from the entries so far.
# Cc1sc(N/N=C/C=C/c2ccccc2)nc1-c1ccccc1 in CHO-K1 Ca ag → 0.2
# CC(C)C[C@H]1CN=C(Nc2ccccc2)N1CC(C)C in M1 PAM parental → -2.7
# O=C(CC1SC(N2CCCCC2)=NC1=O)Nc1cccc(C(=O)NCc2ccccc2)c1 (stereo unspecified) in CHO parental Ca → -11.4
# COc1cc(CN(C)CCc2ccccc2)ccc1OCc1ccccc1 in M1 antag → 1.4
# COc1ccc(CCNC(=O)c2noc(C)c2[N+](=O)[O-])cc1OC in M1 PAM → 12.8
